PfHsp40 yeast – rescue of PfHsp40-mediated yeast toxicity. S. cerevisiae expressing PfHsp40, growth rescue, ATP luminescence. growth rescue, % at 12.5 µM. AID 504582. 0.68% of 340,000 active; in the data active = growth rescue above about 28%, passing the limit was not always enough; inconclusive = no clear call, values can overlap the other calls;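 also: yeast W303a lacking pdr1 and pdr3 grown in galactose medium; growth measured after three days at 30 °C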
FadD28 binding – blocks FadD28 binding to the bisubstrate probe | AID 588549 | 0.22% of 360,000 active | fluorescence polarization | inhibition, % at 12.5 µM; in the data active = inhibition above about 8.5%, passing the limit was not always enough; inconclusive = no clear call, values can overlap the other calls
Anthrax LF prot – inhibitors of Bacillus anthracis lethal factor protease. inhibition, % at 10 µM. 0.12% of 360,000 active. P15917. multiplex microsphere protease cleavage assay, LF; also: plate controls were buffer without enzyme for full effect and enzyme alone for no effect
Target sequence (P15917 whole entry, looked up): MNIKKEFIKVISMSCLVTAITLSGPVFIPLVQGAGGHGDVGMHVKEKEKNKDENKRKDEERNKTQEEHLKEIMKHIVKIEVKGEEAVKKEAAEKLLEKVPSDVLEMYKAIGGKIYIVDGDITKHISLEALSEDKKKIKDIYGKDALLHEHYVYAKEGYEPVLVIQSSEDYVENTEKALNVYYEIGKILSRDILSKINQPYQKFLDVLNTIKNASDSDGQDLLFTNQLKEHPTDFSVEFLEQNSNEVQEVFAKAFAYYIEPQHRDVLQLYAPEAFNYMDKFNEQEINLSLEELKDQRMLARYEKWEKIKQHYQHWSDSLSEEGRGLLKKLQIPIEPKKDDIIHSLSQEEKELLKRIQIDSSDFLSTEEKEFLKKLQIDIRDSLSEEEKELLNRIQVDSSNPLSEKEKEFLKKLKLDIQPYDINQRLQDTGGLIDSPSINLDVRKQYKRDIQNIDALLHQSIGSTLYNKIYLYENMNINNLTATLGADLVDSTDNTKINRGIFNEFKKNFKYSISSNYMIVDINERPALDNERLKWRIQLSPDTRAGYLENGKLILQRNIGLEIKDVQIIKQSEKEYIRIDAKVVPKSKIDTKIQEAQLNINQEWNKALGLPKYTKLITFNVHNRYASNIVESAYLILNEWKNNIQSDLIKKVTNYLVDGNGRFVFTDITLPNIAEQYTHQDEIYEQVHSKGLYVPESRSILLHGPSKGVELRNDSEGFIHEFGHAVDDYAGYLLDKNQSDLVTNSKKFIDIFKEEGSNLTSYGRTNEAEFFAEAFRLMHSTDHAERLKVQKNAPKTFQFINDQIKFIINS
FBA Mtb inh – Mtb fructose-bisphosphate aldolase inhibition; P9WQA3; purified M. tuberculosis FBA, fluorescence read-out; inhibition, % at 1 µM; 2.3% of 360,000 active; in the data active = inhibition above about 27%;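 also: 0% = vehicle and 100% = reference inhibitor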
BoNT F protease – inhibitors of Botulinum neurotoxin F light chain protease; 0.22% of 360,000 active; Multiplex microsphere protease cleavage assay, flow cytometry; inhibition, % at 10 µM; AID 588497; in the data active = inhibition above about 35%, passing the limit was not always enough; inconclusive = no clear call, values can overlap the other calls; also: plate controls were buffer without enzyme for full effect and enzyme alone for no effect
GDH-TPI counter – GDH-TPI coupled enzyme inhibition counter-screen. GDH-TPI coupled enzyme counterscreen, NADH absorbance. inhibition, % at 4.8 µM. 1.2% of 360,000 active. AID 588335; in the data active = inhibition above about 30%;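 also: 0% = DMSO wells and 100% = wells lacking the enzyme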
Mtb UGM inh – blocks M. tuberculosis UGM enzyme; P9WIQ1; purified UGM, fluorescence polarization probe displacement; inhibition, % at 10 µM; 0.06% of 320,000 active; in the data active = inhibition above about 10%, passing the limit was not always enough; inconclusive = no clear call, values can overlap the other calls
Mtb BioA inh – BioA (M. tuberculosis) enzyme inhibition; purified M. tuberculosis BioA enzyme, plate reader; AID 602481; 0.096% of 360,000 active; inhibition, % at 9.99 µM; in the data active = inhibition above about 40%; inconclusive = no clear call, values can overlap the other calls
BoNT A protease – BoNT A light chain protease inhibition | multiplex microsphere protease substrate cleavage, flow cytometry | inhibition, % at 10 µM | 0.17% of 360,000 active | AID 588499; also: plate controls were buffer without enzyme for full effect and enzyme alone for no effect
Active calls of the source: *; ? = inconclusive; nt = no result given; & = joins results of further samples. Rule as the data show it, unless noted: active = inhibition above about 30%; inconclusive = no clear call, values can overlap the other calls; inactive = below that.

Preview, four compounds:
SMILES	PfHsp40 yeast	FadD28 binding	Anthrax LF prot	FBA Mtb inh	BoNT F protease	GDH-TPI counter	Mtb UGM inh	Mtb BioA inh	BoNT A protease
C/C(N)=C(/C#N)C(=O)COC(=O)c1cccc2ccccc12	1.6	-2.9	1	28*	-1	5	-1.0	-0.5	0.6
Cc1ccc(NC(=O)c2c(NC(=O)CCC(=O)O)sc3c2CCCCC3)cc1	-0.7	-0.3	-4	3	5	9	1.7	nt	1.7
CCOC(=O)c1ccccc1NC(=O)COC(=O)CN1C(=O)C2CC=CCC2C1=O (configuration not stated)	-0.5	-1.4	-2	2	-8	7	0.3	-0.7	0.4
COc1ccc(CC(=O)NCCC(C)C)cc1S(=O)(=O)N1CCOCC1	-0.3	-2.7	-4	-5	-2	1	-0.5	1.1	0.2

The whole of this part, repeating the preview:
SMILES	PfHsp40 yeast	FadD28 binding	Anthrax LF prot	FBA Mtb inh	BoNT F protease	GDH-TPI counter	Mtb UGM inh	Mtb BioA inh	BoNT A protease
C/C(N)=C(/C#N)C(=O)COC(=O)c1cccc2ccccc12	1.6	-2.9	1	28*	-1	5	-1.0	-0.5	0.6
Cc1ccc(NC(=O)c2c(NC(=O)CCC(=O)O)sc3c2CCCCC3)cc1	-0.7	-0.3	-4	3	5	9	1.7	nt	1.7
CCOC(=O)c1ccccc1NC(=O)COC(=O)CN1C(=O)C2CC=CCC2C1=O (configuration not stated)	-0.5	-1.4	-2	2	-8	7	0.3	-0.7	0.4
COc1ccc(CC(=O)NCCC(C)C)cc1S(=O)(=O)N1CCOCC1	-0.3	-2.7	-4	-5	-2	1	-0.5	1.1	0.2
COc1ccc(NC(=O)COC(=O)CCC2CCCC2)c(OC)c1	-1.2	0.0	-10	-3	-8	0	0.4	3.9	-1.1
CC(=O)Nc1ccc(S(=O)(=O)N(C)CC(=O)OC(C)C(=O)NC2(C#N)CCCCC2)cc1 (configuration not stated)	nt	1.7	4	5	-12	5	nt	-0.5	-0.6
CC1CCCC(C)N1/N=C/c1c[nH]c2ccc(Br)cc12 (configuration not stated)	0.0	-4.5	-2	0	-9	1	-0.8	nt	-0.3
O=C(COc1ccccc1)NNc1nc2c(F)cc(F)cc2s1	1.5	-2.1	0	0	0	-1	-5.0	nt	0.6
CCOc1ccc(NC(=O)CN(C)C(=O)c2ccc(OCC(=O)N3CCOCC3)c(OC)c2)cc1OCC	-0.7	-4.0	-3	-1	-6	-4	nt	3.8	0.0
COc1ccc(NC(C)=O)cc1S(=O)(=O)NCc1ccc2c(c1)OCO2	nt	-0.6	7	4	6	5	nt	-0.1	-0.4
O=S(=O)(c1ccc(Cl)cc1)N1CCCc2ccccc21	1.8	-0.8	-5	-2	-13	-3	0.1	0.9	-0.5
O=C(CNc1ccc2ccccc2c1)NNC1=NCCC1	-0.7	-2.0	2	14	0	6	-2.7	nt	-0.4
Cc1ccc(NC(=O)CSc2nnc(CSc3nc(C)cc(C)n3)n2Cc2ccco2)c(C)c1	0.7	-0.7	5	-3	5	7	0.7	1.3	-0.1
CCC(C(=O)NC1CCCC1)N(Cc1ccc2c(c1)OCO2)C(=O)c1snc(C(N)=O)c1N (configuration not stated)	-1.8	-2.4	-1	3	-2	5	-5.1	1.4	-0.9
CC1=C(C(=O)N2CCCCC2)C(c2cccs2)C2=C(CCCC2=O)N1 (configuration not stated)	-1.1	-0.6	-1	8	0	8	-5.1	2.4	0.3
COc1ccc(NC(=O)Nc2cccc3c2O[C@H](CN(C)S(=O)(=O)c2cn(C)cn2)[C@@H](C)CN([C@H](C)CO)C3=O)cc1	9.7	0.1	-9	4	-6	18	0.3	-6.2&0.6	-0.7
CCC(=O)/C=C1\Sc2ccc(OC)cc2N1CCO	0.3	-0.1	-11	-4	-5	30	0.5	1.0	0.1
COc1ccc(C(CC(=O)O)NC(=O)COc2ccccc2)cc1OC (configuration not stated)	0.8	-0.4	1	1	15	0	2.9	-0.6	1.5
CCCOC1CCCN(Cc2nc(-c3ccc(C(=O)OC)cc3)no2)C1 (configuration not stated)	0.6	-2.1	3	6	2	11	-1.7	1.2	-0.4
O=C(O)c1ccc(N=Cc2c(O)ccc3oc4c(c23)CCCC4)cc1	2.2	-0.8	-4	3	-2	6	3.2	nt	0.2
CCOC(=O)Nc1ccc(C)cc1NC(=O)OCC	-1.1	-2.0	-1	0	-11	-3	-1.2	-1.9	1.4
CCOC(=O)c1c(C)oc2ccc(OCC(=O)N(CC)CC)cc12	0.1	-2.7	2	0	6	5	0.1	0.0	0.0
COc1ccc(Nc2nc(Cl)nc(NCc3ccco3)n2)cc1	-0.4	-0.2	-1	-3	0	-4	-0.4	-1.2	-0.4
CCC(C)(C)NC(=O)C1CCC(CNS(=O)(=O)c2cccc3nsnc23)CC1 (configuration not stated)	-1.5	-2.4	2	3	1	2	2.3	2.2	-1.5
CCC1CCCN1Cn1cnc2c([nH]c3ccccc32)c1=O (configuration not stated)	0.2	-1.8	-2	15	-9	10	2.0	1.2	0.3

New compounds follow.
SMILES	PfHsp40 yeast	FadD28 binding	Anthrax LF prot	FBA Mtb inh	BoNT F protease	GDH-TPI counter	Mtb UGM inh	Mtb BioA inh	BoNT A protease
O=C(O)C(F)=C(c1ccccc1)c1ccccc1	0.3	0.1	-7	0	-5	0	-1.2	nt	-0.5
C/C(=N/Nc1nc(C)cc(C)n1)c1ccc(Br)cc1	0.2	-2.4	-9	0	-3	8	-1.0	1.5	0.4
O=C(CCn1c(=O)oc2ccccc21)NCc1cccs1	0.1	-0.1	-3	-3	-21	0	-0.8	3.1	-2.4
Cc1ccc(C(=O)CN2C(=O)NC3(CCOc4ccccc43)C2=O)s1 (configuration not stated)	-0.6	1.1	1	4	7	9	-3.1	-0.2	0.8
C/C(=N\N=C(c1ccccc1)c1ccccc1)c1cccs1	0.3	-1.1	-6	3	-10	12	-1.6	-1.8	-0.4
CCCCNC(=O)C1(C)CCC(=O)N1CC(F)(F)F (configuration not stated)	nt	-4.1	2	-2	0	nt	nt	-2.4	-0.3
c1ccc(-c2nnc(CSc3nnc(-c4ccncc4)n3Cc3ccco3)o2)cc1	-0.6	-2.6	4	-1	-2	2	5.4	-1.9	-0.9
Cc1sc2nc(SCC(=O)N3CCOCC3)[nH]c(=O)c2c1-c1ccccc1	0.9	0.5	1	2	6	-1	-2.3	2.1	0.4
O=C(N/N=C/c1ccccn1)c1ccc(NC(=O)c2cccc([N+](=O)[O-])c2)cc1	0.9	0.1	9	4	-6	13	0.7	nt	-1.2
CS(=O)(=O)N(Cc1ccc(Cl)cc1)c1ccc(C(=O)NCCC2=CCCCC2)cc1	0.1	-0.6	-5	1	-16	10	-0.8	nt	-1.1
COc1cccc(C(=O)Oc2cc3c4c(c2)C(C)=CC(C)(C)N4C(=O)C3=O)c1	3.6	-1.3	-6	-6	-13	-1	0.3	1.5	-0.1
C#CCN1C(=O)S/C(=C\c2ccc(-c3ccc(Cl)c(C(=O)O)c3)o2)C1=O	0.8	-1.5	4	-5	5	1	3.6	0.9	-3.6
O=C(O)CCc1ccc(-c2ccccc2)n1-c1cccc(C(=O)O)c1	16	2.7	4	3	21	3	2.9	-0.4	0.4
COc1ccc(-c2cc(C(=O)N3CCN(S(=O)(=O)c4ccccc4)CC3)[nH]n2)cc1	1.2	-0.6	2	1	-13	12	-1.2	-0.9	0.8
Cc1ccc(C)c(NC(=O)c2ccc(S(=O)(=O)N(C)CC3CCCO3)cc2)c1 (configuration not stated)	0.6	1.7	0	0	1	8	1.9	0.3	1.1
CCn1cc(C(=O)Nc2ccc(Cl)cc2Cl)cn1	1.1	-1.3	20	2	?	8	4.3	-1.6	4.9
COc1ccc(CCNC(=O)c2ccc(N3CCCC3=O)cc2)cc1OC	-1.0	-3.5	0	-4	-6	-11	0.7	nt	-3.9
O=C(Cc1ccc(-n2c(=O)c3ccccc3n(Cc3ccc(F)cc3)c2=O)cc1)NCC1CCCO1 (configuration not stated)	0.0	-4.3	1	3	-3	0	3.5	-0.8	-0.2
Cc1cc(C)nc(NC(=S)NC(=O)c2ccccc2)n1	0.4	-2.1	0	0	-1	-7	0.8	-1.5	-3.1
O=C(Nc1nc(-c2ccc(Cl)s2)cs1)c1ccco1	7.3	-7.9	1	-1	-6	10	1.7	nt	-0.4
CCCCN1C(=O)C2(OCCCO2)c2cccc(C)c21	-0.9	0.4	-7	2	-9	7	-0.8	-1.2	-0.3
C=CCN1CCN(c2ccncc2S(=O)(=O)N2CCOCC2)CC1	1.0	-3.0	0	-3	-19	-1	4.3	0.5	0.1
O=C1CN(C(=O)c2cccc(S(=O)(=O)N3CCCC3)c2)c2ccccc2N1	-0.6	0.9	-1	-6	-3	-1	5.2	0.6	-0.6
Cc1ccc(C)c(N2CCN(C(=O)c3cc4ccccn4n3)CC2)c1	0.7	-2.2	-2	0	-4	12	27*	-11	-0.8
CCOC(=O)C1CCCN(C(=O)c2cc3ccccc3oc2=O)C1 (configuration not stated)	0.2	0.9	-3	1	0	19	-2.0	nt	0.6

Rewritten in CSV form: part of the list above
Compound,PfHsp40 yeast,FadD28 binding,Anthrax LF prot,FBA Mtb inh,BoNT F protease,GDH-TPI counter,Mtb UGM inh,Mtb BioA inh,BoNT A protease
O=C(O)CCc1ccc(-c2ccccc2)n1-c1cccc(C(=O)O)c1,16,2.7,4,3,21,3,2.9,-0.4,0.4
COc1ccc(-c2cc(C(=O)N3CCN(S(=O)(=O)c4ccccc4)CC3)[nH]n2)cc1,1.2,-0.6,2,1,-13,12,-1.2,-0.9,0.8

The list goes on:
SMILES	PfHsp40 yeast	FadD28 binding	Anthrax LF prot	FBA Mtb inh	BoNT F protease	GDH-TPI counter	Mtb UGM inh	Mtb BioA inh	BoNT A protease
COc1ccccc1OCC(=O)Nc1cccc(-c2nnc(-c3ccco3)o2)c1	4.6	-2.4	-2	18	-8	2	-0.2	nt	-0.9
O=C(Nc1ccc(Cc2ccncc2)cc1)c1cc(F)c(F)cc1Cl	-0.8	-5.0	-3	3	-2	2	1.0	nt	-0.6
CC1(C)C(=O)OC(c2cccn2-c2ccc([N+](=O)[O-])cc2)C(C)(C)C1=O (configuration not stated)	-0.2	-2.9	0	3	-2	1	0.4	nt	0.1
CC(C)Oc1ccc(S(=O)(=O)N2CCOCC2)cc1NC(=O)C1=COCCO1	1.7	-3.8	-2	-4	-12	11	-0.1	1.5	-3.5
CCn1c(=O)ccc2cc([N+](=O)[O-])ccc21	-1.2	-4.3	-3	0	-4	-8	0.0	0.4	1.1
COc1ccc(-c2csc3ncn(-c4ccc(C)cc4)c(=O)c23)cc1OC	0.5	-3.6	1	-3	0	5	-0.1	nt	-0.2
CCC(=O)N1CCN(c2nc(-c3ccccc3)c3c(c2C#N)CCCC3)CC1	2.5	-2.9	0	8	-17	9	0.3	3.7	-0.7
COCOc1cccc(CN2CCC2(C)C(=O)NCCNC(C)=O)c1 (configuration not stated)	nt	-1.6	-2	0	1	5	nt	-0.2	0.4
N#Cc1ccc(-c2ccc(Cl)cc2)nc1SCC(=O)c1cccc(Cl)c1	-2.2	0.8	5	1	5	13	0.4	-3.0	1.9
CCOC(=O)C1=C(CSc2nc3ccccc3s2)NC(=O)NC1c1cc(C)ccc1C (configuration not stated)	-0.5	0.6	0	1	-4	13	2.6	-1.3	-0.5
CC(C)n1cc(/C=N\NC(=O)c2cc3c(ccc4ccccc43)o2)c2ccccc21	-1.3	-0.3	2	5	-10	9	nt	-0.9	-0.9
O=C(Nc1ccc(F)cc1)N(Cc1cccs1)Cc1cc2cc3c(cc2[nH]c1=O)OCO3	0.9	-1.0	2	3	-3	4	0.4	nt	0.9
CCn1c(CNC(=O)c2cccc(C)c2)nnc1SCC(=O)NC1=NCCS1	-1.6	-1.3	2	0	-1	-2	-1.0	1.6	-1.5

Part of the list above in order of formula weight, lowest first.
SMILES	PfHsp40 yeast	FadD28 binding	Anthrax LF prot	FBA Mtb inh	BoNT F protease	GDH-TPI counter	Mtb UGM inh	Mtb BioA inh	BoNT A protease
O=C(Nc1ccc(Cc2ccncc2)cc1)c1cc(F)c(F)cc1Cl	-0.8	-5.0	-3	3	-2	2	1.0	nt	-0.6
CC(C)n1cc(/C=N\NC(=O)c2cc3c(ccc4ccccc43)o2)c2ccccc21	-1.3	-0.3	2	5	-10	9	nt	-0.9	-0.9
N#Cc1ccc(-c2ccc(Cl)cc2)nc1SCC(=O)c1cccc(Cl)c1	-2.2	0.8	5	1	5	13	0.4	-3.0	1.9

High-throughput results (PubChem)
